Source: PubChem BioAssay (several laboratories)
M. tuberculosis GlmU – inhibition of mycobacterial GlmU enzyme – biochemical, glucosamine-1-phosphate acetyltransferase (AID 1376); inhibition, %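 (tested at 30 µM in the primary screen)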; hits with a dose series show IC50 in µM; M. tuberculosis GlmU acetyltransferase enzyme assay; higher % means a stronger effect; 0.25% of 220,000 active; in the data active = inhibition above about 13%;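 note: 0% = complete reaction with vehicle and 100% = reaction without substrate; strong numbers were not always called active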
Mtb RmlCD inh – blocks M. tuberculosis RmlC and RmlD coupled enzymes | P9WH09+P9WH11 | RmlC+RmlD coupled enzyme assay, percent inhibition; primary screen in compound mixtures | inhibition, % at 3.6 µM | 0.03% of 160,000 active | AID 1533; in the data active = inhibition mostly above about 34%, no sharp cut-off; note: some results filed as inactive read as strong as hits
Target sequence (P9WH09 whole entry, looked up): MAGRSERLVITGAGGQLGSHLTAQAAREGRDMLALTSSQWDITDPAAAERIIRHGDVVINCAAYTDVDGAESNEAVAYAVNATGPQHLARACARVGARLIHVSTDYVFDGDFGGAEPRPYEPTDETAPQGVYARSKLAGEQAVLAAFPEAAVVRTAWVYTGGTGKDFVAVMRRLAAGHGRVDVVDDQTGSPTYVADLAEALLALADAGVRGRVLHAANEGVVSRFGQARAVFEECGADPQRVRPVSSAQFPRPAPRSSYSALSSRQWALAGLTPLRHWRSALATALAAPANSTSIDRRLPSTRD
Target sequence (P9WH11 whole entry, looked up): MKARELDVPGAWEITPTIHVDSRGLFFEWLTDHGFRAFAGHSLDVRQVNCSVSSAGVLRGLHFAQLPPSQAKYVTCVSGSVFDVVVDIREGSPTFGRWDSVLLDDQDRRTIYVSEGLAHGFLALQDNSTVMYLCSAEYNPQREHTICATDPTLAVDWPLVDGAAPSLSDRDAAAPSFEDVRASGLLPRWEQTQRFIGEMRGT
An asterisk follows results filed as active; / = no result given. An excerpt; the hit share may differ from the screen's.

SMILES,Mtb RmlCD inh,M. tuberculosis GlmU
CCN(CC)S(=O)(=O)c1ccc(OC)c(NC(=O)c2cccc(C)c2[N+](=O)[O-])c1,8,-1.6%
CCNC(=O)C(Cc1ccccc1)NC(=O)OCc1ccccc1 (stereo not given),4,3.1%
CCC1(C)OC(=O)N(CCCn2ccnc2C)C1(C)O (stereo not given),/,6.9%
Cn1cc(C(N)=O)c2ccccc21,6,-3.2%
CCN(C(=O)C(C)OC(=O)C1C(C(=O)OC)=C(C)NC(C)=C1C(=O)OC)c1ccccc1 (stereo not given),5,-8.6%
COc1ccc(NC(=O)CSc2ncnc3c2cnn3Cc2ccccc2)cc1OC,-11,3.3%
CCCCn1nc2cc(C(=O)NCCc3ccc(C)cc3)ccc2c1OCC,11,2.6%
CC(=O)N1CCN(c2ccnc3cc(Cl)ccc23)CC1,6,1.3%
CCOC(=O)CCC(NC(=O)c1ccc(NCN2C(=O)CCC2=O)cc1)C(=O)OCC (stereo not given),4,3.6%
Cc1ccccc1OCC(=O)NCCC(=O)O,/,-2.4%
CCN(CC)S(=O)(=O)c1cc(Cl)ccc1OC,0,-3.1%
O=C(O)CSc1nc(-c2ccccc2)nc2c1oc1ccccc12,-8,5.9%
Cc1ccc2cc(C(c3nnnn3C3CCCC3)N(Cc3ccccc3)Cc3ccco3)c(=O)[nH]c2c1 (stereo not given),/,-3.1%
Cc1nnc(C)n1/N=C/c1ccc(-c2ccccc2)cc1,/,-2.8%
COc1ccc(NCC(=O)N/N=C(\C)c2cc3ccccc3o2)cc1,-8,-8.0%
Brc1ccc(-n2c(SCc3nc4ccccc4[nH]3)nnc2-c2ccncc2)cc1,9,1.9%
O=C(c1cn(-c2ccccc2)nc1-c1ccc(Br)cc1)N1CCOCC1,-10,2.1%
COc1ccc(C(=O)O)cc1S(=O)(=O)N(C)C,2,1.0%
COCCn1c(C)cc(C2=NNC(=Nc3ccccc3)SC2)c1C,/,-8.2%
O=C(NNC(=S)Nc1cccc(Cl)c1)c1ccccc1OC(F)F,3,-5.9%
Cn1cc(CN2CCCC(CO)(Cc3ccccc3)C2)cn1 (stereo not given),-7,-5.4%
O=S(=O)(/N=C(/Nc1ccc(F)c(F)c1F)c1ccccc1)c1ccccc1,69,-3.6%
C=CCn1c(CCC(=O)O)ccc1-c1ccccc1,-7,-7.2%
O=C(CN1C(=O)c2cccc3cccc1c23)NCc1ccncc1,-6,2.6%
CC(=O)Nc1cccc(NC(=O)CSc2ccc(-c3ccccn3)nn2)c1,7,4.1%
CC(C)c1ccc2oc(-c3cc(N)ccc3O)nc2c1,/,-0.5%
CC(=O)N/N=c1\sc2ccccc2n1C,8,0.9%
COc1ccc(C(=O)N[C@H](C(=O)N2CCN(c3ccccc3F)CC2)C(C)C)cc1,10,3.3%
CCOC(=O)C1CCCN1C(=O)c1ccc(OC)c(Br)c1 (stereo not given),0,-2.3%
CCCC[C@@H]1CNC(=S)N1CCCC,/,-3.4%

Given with each value named: entries from further up.
structure: COc1ccc(NC(=O)CSc2ncnc3c2cnn3Cc2ccccc2)cc1OC
  Mtb RmlCD inh: -11
  M. tuberculosis GlmU: 3.3%

structure: CCCCn1nc2cc(C(=O)NCCc3ccc(C)cc3)ccc2c1OCC
  Mtb RmlCD inh: 11
  M. tuberculosis GlmU: 2.6%

structure: CC(=O)N1CCN(c2ccnc3cc(Cl)ccc23)CC1
  Mtb RmlCD inh: 6
  M. tuberculosis GlmU: 1.3%

More compounds follow.
SMILES,Mtb RmlCD inh,M. tuberculosis GlmU
Fc1ccc(-n2c(-c3ccc4ccccc4n3)n[nH]c2=S)cc1Cl,-5,9.6%
Cc1ccc(C(=O)NC(=S)Nc2cccc3c(C)cc(C)nc23)cc1,6,1.5%
CCn1nnc(NC(=O)COc2cc(C)ccc2C(C)C)n1,/,-1.6%
C/C(=N/OC(=O)c1c(-c2c(F)cccc2Cl)noc1C)c1cnccn1,-20,-3.9%
COc1ccc(C(=O)NN(C)c2nc(-c3ccccc3)nnc2C(F)(F)F)cc1,3,/
O=C(NCc1nc2ccccc2[nH]1)c1ccccc1F,9,1.7%
Cc1ncc(CN2CCC(CO)(Cc3ccccc3)CC2)s1,/,-3.6%
COc1ccc(/C=C(\C#N)C(=O)NCC2CCCO2)cc1OC (stereo not given),4,-1.8%
CCOC(=O)c1c(-c2ccccc2)nc2ccc(C)cn12,-7,-3.4%
O=C(Nc1ccc(O)cc1)/C(=C\C=C\c1ccccc1)NC(=O)c1ccccc1,79,4.1%
COc1ccc(C(=O)NCC(=O)NCC2COc3ccccc3O2)cc1 (stereo not given),21,-0.7%
Cc1ccc(C)c2[nH]c(=O)c(CN(Cc3ccco3)C(=S)NCC3CCCO3)cc12 (stereo not given),-10,4.5%
CCOc1ccccc1OCC(=O)Nc1ccc(Cl)cc1C(=O)c1ccccc1,/,-1.2%
O=C(/C=C\Nc1ccc2c(c1)OCO2)c1cccs1,7,-1.5%
CCOC(=O)NNC(=O)C1CCC(C)CC1 (stereo not given),-13,2.8%
O=C(CSc1nnc(COc2ccc(Cl)cc2)n1Cc1ccco1)c1ccccc1F,10,-3.6%
CCOP(=O)(OCC)C(O)c1ccc(N(C)C)cc1 (stereo not given),-24,8.5%
Cc1ccccc1N1CC(O)(c2ccccc2)[N+]2=C1SCC2 (stereo not given),12,-7.2%
CCc1[nH]nc2c1C(c1ccsc1)C(C#N)=C(N)O2 (stereo not given),/,-3.6%
Cc1ccc(-n2c(O)c(C=NC3CCCCC3N)c(=O)[nH]c2=O)cc1C (stereo not given),-13,-6.2%
CCc1ccc(CC)c(S(=O)(=O)Nc2ccc(C(=O)O)c(O)c2)c1,5,4.7%
CS(=O)(=O)c1ccc(Cl)c(NC(=O)Nc2ccccc2)c1,-10,-0.1%
CCOC(=O)c1cnc(Nc2ccccc2)nc1C(F)(F)F,7,-4.5%
CC(=O)c1cc(C(=O)c2ccccc2)sc1Nc1ccccc1,8,1.7%
CCC(CC)C(=O)Nc1cccc(/C(C)=N/NC(=O)c2c(Br)cnn2C)c1,2,5.2%
Cc1ncoc1C(=O)N1CCCC(C(=O)c2ccc3c4c(cccc24)CC3)C1 (stereo not given),/,2.9%
Cc1nc2ccccc2nc1OCC(=O)NCc1ccc2c(c1)OCO2,-4,-0.1%
CC(=O)c1cccc(NC(=O)C2CCCN(S(=O)(=O)c3ccccc3)C2)c1 (stereo not given),12,3.2%
O=C(CSc1nnc(SCc2ccc(Cl)cc2)s1)N1CCOCC1,19,-1.3%
COc1ncnc2sc(-c3ccccc3)cc12,-5,-7.8%
N#Cc1ccccc1NC(=O)CSc1nnc(-c2ccncc2)o1,7,-0.6%
CCCc1cc(C(N)=O)c(NC(C)=O)s1,/,-2.4%
Clc1ccc(-c2csc(=Nc3cccnc3)n2CCCn2ccnc2)cc1Cl,10,-13%
Clc1ccc(Cn2c(-c3cccnc3Cl)nc3ccccc32)cc1,-8,4.7%
CCCCOc1ccc(C(=O)N/C(=C\c2ccc(OC)cc2)C(=O)OCc2ccco2)cc1,5,3.6%
Cc1ccc2nc(-c3ccncc3)c(NC3CCCCC3)n2c1,-9,-1.9%
CC1Cc2ccccc2N1CC(=O)c1c(N)n(Cc2ccccc2)c(=O)n(C)c1=O (stereo not given),-11,-2.1%
O=C(Nc1n[nH]c(C2CCCCC2)n1)C1CCCCC1,7,3.9%
CCOC(=O)N/N=C/c1c(F)cccc1F,/,5.5%
CCOc1cc2[nH]c(=O)n(CCC(=O)NCCc3ccc(OC)c(OC)c3)c(=O)c2cc1OCC,/,1.1%
C=CCNc1cc(N2CCCC2)ccc1[N+](=O)[O-],7,-7.6%
COC(=O)c1nn(-c2ccccc2)c(Sc2ccc(C)cc2)c1/C=N/O,/,-1.0%
CS(=O)(=O)N(CC(=O)N1CCCC1)c1cc(C(F)(F)F)ccc1Cl,0,3.7%
O=C(C1CCN(Cc2ccc(F)cc2)CC1)N(CCc1ccccc1)Cc1ccccc1,6,5.3%
CC1(C)C2CCC1(CS(=O)(=O)N1CCCc3ccccc31)C(=O)C2 (stereo not given),/,0.8%
Cc1ccc(-c2nc(NC(=O)c3cc(C(C)(C)C)nn3C)sc2C)cc1Cl,5,1.5%
COc1ccc(/C=C(/NC(=O)c2ccc(OC)cc2)C(=O)NCCc2c[nH]c3ccccc23)cc1,-7,1.1%
Nc1nnnn1CC(=O)N/N=C/c1cc([N+](=O)[O-])ccc1Cl,13,-6.7%
COC(=O)c1sccc1NC(=O)c1ccc(OC)c([N+](=O)[O-])c1,3,-3.2%
CC(C)(C)c1cc(NC(=O)Nc2ccc(Br)cc2Cl)no1,-7,1.1%
CC1=CC(=C(C#N)C#N)C=C(C)N1Cc1ccccc1,-6,-4.8%
COc1cccc(-c2n[nH]c(=S)n2Cc2ccco2)c1,-7,-3.9%
O=C(O)CC/C(=N\NC(=O)c1ccc(F)cc1)c1ccc(Br)cc1,/,-0.6%
NC(=O)C1CCN(C(=O)c2cc(S(=O)(=O)N3CCOCC3)c(Cl)cc2Cl)CC1,-8,-4.3%
Nc1c(S(=O)(=O)c2ccccc2)nnn1-c1ccccc1,0,-0.7%
Cc1ccc(S(=O)(=O)N2CCC(=O)N(C(COC(=O)Nc3ccccc3)Cc3ccccc3)CC2)cc1 (stereo not given),/,3.6%
Cc1cc(N2CCOCC2)nc(SCc2c(Cl)cccc2Cl)n1,/,0.5%
CCOC(=O)c1c(C)[nH]c(C)c1C=O,-13,0.1%
Clc1ccc(CSc2nncn2-c2ccc3c(c2)OCCO3)cc1,15,-0.6%
COc1ccc(OCCNS(=O)(=O)c2cccc([N+](=O)[O-])c2)cc1,-7,7.1%

Shown with two lines to a compound: part of the list above
Second line of a record – Mtb RmlCD inh, M. tuberculosis GlmU
- Clc1ccc(Cn2c(-c3cccnc3Cl)nc3ccccc32)cc1
 : -8, 4.7%
- CCCCOc1ccc(C(=O)N/C(=C\c2ccc(OC)cc2)C(=O)OCc2ccco2)cc1
 : 5, 3.6%
- Cc1ccc2nc(-c3ccncc3)c(NC3CCCCC3)n2c1
 : -9, -1.9%
- CC1Cc2ccccc2N1CC(=O)c1c(N)n(Cc2ccccc2)c(=O)n(C)c1=O (stereo not given)
 : -11, -2.1%
- O=C(Nc1n[nH]c(C2CCCCC2)n1)C1CCCCC1
 : 7, 3.9%
- CCOC(=O)N/N=C/c1c(F)cccc1F
 : /, 5.5%

More records follow.
SMILES,Mtb RmlCD inh,M. tuberculosis GlmU
COc1ccc(Cl)c(S(=O)(=O)N2CCCC2)c1,7,/
CCOCCc1c(O)nc(SC)[nH]c1=O,/,-3.2%
CCOc1c(Cl)cc(C(=O)Nc2cccc(C(=O)O)c2)cc1Cl,-7,-1.5%
COc1cc(CNCCCN2CCOCC2)c(Br)cc1OCC(=O)Nc1ccccc1C,-1,-4.9%
Cc1cc(C(=O)NCCCn2ccnc2)sc1-c1ccccc1,/,-6.7%
CC(C)[C@H](NC(=O)c1ccccc1)C(=O)OCC(=O)N1CCCc2ccccc21,4,-2.2%
Cc1c([N+](=O)[O-])c([N+](=O)[O-])nn1CC(=O)N1CCCCC1,3,4.7%
COc1ccc(OC)c(NC(=O)c2ccccc2SC)c1,-10,24%
COc1ccc(C(=O)Nc2cc3c(cc2C#N)OCO3)cc1S(=O)(=O)N1CCN(C)CC1,-7,-3.4%
COc1ccc(C(=O)NC2CCCCCC2)cc1S(=O)(=O)Nc1ccc(Br)cc1,1,-3.5%
COc1cccc(CN(Cc2cccnc2)S(=O)(=O)c2ccc(-n3cnnn3)c(C)c2)c1OC,-11,-1.6%
CCOC(=O)Cc1csc(NC(=O)Cc2ccc(Br)cc2)n1,68,2.7%
Cc1ccc(CNC(=O)N[C@@H](Cc2ccccc2)C(=O)O)cc1,/,2.8%
Nc1c(-c2ccccc2)nc(Cl)nc1-c1ccccc1,-4,2.5%
Fc1cccc(-c2oncc2-c2nnnn2-c2ccc(Cl)cc2)c1,15,3.0%
COC(=O)c1cn(C)c2ccc(S(=O)(=O)N3CCCC3)cc2c1=O,21,-1.8%
C/C(=N\Nc1cc(Cl)nc(C)n1)c1ccccc1,6,-0.7%
Cc1ccc(N/C=C/C(=O)C(C)(C)C)c(O)c1,/,4.4%
COc1cc(/C=C/C(=O)OCC(=O)c2c(N)n(C)c(=O)n(C)c2=O)ccc1OC(F)F,/,-4.1%
COc1ccc(C(=S)Nc2ccccc2)cc1,17,/
C=CCc1ccccc1OCC(O)CN1CCN(c2ccccc2F)CC1 (stereo not given),13,-5.0%
Cc1ccc(-n2c(C)cc(C)c(C#N)c2=O)cc1Cl,9,1.2%
Cc1cc(=O)[nH]c(-n2nc(C)cc2C)n1,-9,3.1%
COCCNC(=O)CCCn1c(=O)c2cc(OC)c(OC)cc2n(CC(=O)c2cccc(OC)c2)c1=O,-4,-1.2%
CC(=O)COc1ncn(-c2ccccc2)n1,97,0.5%
CCNc1ccc(C2(O)C(=O)c3ccccc3C2=O)cc1,8,-5.3%
O=C(c1cccnc1)N1C2C=CC(C2)C1(C(F)(F)F)C(F)(F)F (stereo not given),-3,0.1%
CS(=O)(=O)NCCNc1ccc(C(F)(F)F)cc1[N+](=O)[O-],-17,0.1%
O=C(NCCc1ccccc1F)/C(=C/c1cccnc1)NC(=O)c1ccccc1,/,-1.2%
